Screening results (PubChem BioAssay)
Vif-APOBEC3G blk: Vif-A3G binding inhibition; Q9HC16; HeLa A3G-eYFP + Vif (tagged APOBEC3G with the HIV-1 protein that degrades it), YFP fluorescence, overnight; Potency, µM (titrated, usually from 46.1 µM), without a hit: at the highest dose activity, negative = active, actives largely listed as inhibitors; 410,000 compounds, 0.076% hits; AID 602310;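 also: % is scaled to controls: 0 for no effect and ±100 for the full control effect; nearly all actives have a fitted effect of over 60% in size; hits raise eYFP signal because A3G escapes Vif-driven loss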
Target sequence (Q9HC16 whole entry, looked up): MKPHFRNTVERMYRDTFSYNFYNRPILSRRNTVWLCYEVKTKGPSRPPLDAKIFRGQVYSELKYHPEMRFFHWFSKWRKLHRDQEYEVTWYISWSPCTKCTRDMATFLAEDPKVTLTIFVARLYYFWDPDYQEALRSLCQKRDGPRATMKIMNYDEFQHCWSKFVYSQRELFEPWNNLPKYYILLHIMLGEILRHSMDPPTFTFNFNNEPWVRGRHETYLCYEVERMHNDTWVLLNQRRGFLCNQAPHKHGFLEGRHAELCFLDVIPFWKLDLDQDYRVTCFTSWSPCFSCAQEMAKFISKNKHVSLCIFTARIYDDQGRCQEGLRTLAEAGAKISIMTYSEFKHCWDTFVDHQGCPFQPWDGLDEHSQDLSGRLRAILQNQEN
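HeLa cells stably expressing Vif and C-terminally eYFP-tagged A3G, seeded overnight at 37 deg C, then exposed to compound by pintool overnight at 37 deg C. Rise in yellow fluorescence (Ex 488/Em 500-530, Acumen) marks blocked Vif-driven A3G degradation.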
ALOX12 inh: blocks human arachidonate 12S-lipoxygenase; Potency, µM (titrated, usually from 108 µM), for the others: at the top dose activity change, negative = inhibition, hits mostly inhibitors; purified 12hLO, xylenol orange hydroperoxide absorbance; P18054; AID 1671190; 580,000 compounds, 1.1% hits; also: % is scaled to controls: 0 for no effect and ±100 for the full control effect
Target sequence (P18054 whole entry, looked up): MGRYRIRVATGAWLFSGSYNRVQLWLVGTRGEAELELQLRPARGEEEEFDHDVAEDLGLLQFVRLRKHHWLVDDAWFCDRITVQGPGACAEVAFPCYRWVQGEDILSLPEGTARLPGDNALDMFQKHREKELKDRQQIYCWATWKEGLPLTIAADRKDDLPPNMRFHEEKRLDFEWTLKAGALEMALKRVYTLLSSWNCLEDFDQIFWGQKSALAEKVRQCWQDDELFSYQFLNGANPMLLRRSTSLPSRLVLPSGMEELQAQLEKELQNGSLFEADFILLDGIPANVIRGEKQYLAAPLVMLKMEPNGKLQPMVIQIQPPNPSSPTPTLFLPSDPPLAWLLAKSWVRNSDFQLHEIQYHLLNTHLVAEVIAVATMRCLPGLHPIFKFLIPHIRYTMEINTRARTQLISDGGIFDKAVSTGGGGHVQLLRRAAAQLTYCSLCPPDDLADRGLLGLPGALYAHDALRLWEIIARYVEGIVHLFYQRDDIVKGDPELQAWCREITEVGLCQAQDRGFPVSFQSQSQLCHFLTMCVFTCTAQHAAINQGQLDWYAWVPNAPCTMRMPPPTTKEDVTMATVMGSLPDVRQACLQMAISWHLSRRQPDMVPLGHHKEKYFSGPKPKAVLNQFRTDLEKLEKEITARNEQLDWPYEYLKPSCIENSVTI
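Purified human 12hLO (150 nM final) in 25 mM Hepes, 0.01% Triton X-100, pH 7.0 was preincubated 15 min at room temperature with compound. Then 40 uM arachidonic acid was added, 30 min. Hydroperoxide was read by Fe-XO absorbance ratio 573/405 nm.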
RGS4 inh: inhibitors of human regulator of G protein signaling 4; P49798; Transcreener GDP fluorescence polarization, RGS4-accelerated GTP hydrolysis; Potency, µM (titrated, usually from 114 µM), for inactives: at the highest dose activity change, negative = inhibition, hits mostly inhibitors; 390,000 compounds, 0.039% hits; AID 504845; also: % is scaled to controls: 0 for no effect and ±100 for the full control effect; nearly all actives have a fitted effect of over 75% in size; some results filed as inactive show a strong effect at the top dose
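MLSMR compounds (23 nl, pin-transferred) preincubated 10 min at room temperature with a 500nM (2x) first reagent, then RGS4 at 900nM (2x) plus Transcreener GDP mix added; fluorescence polarization (620/688 nm) read before and after 90 min at 30 °C.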
TrxR1 inh: rat TrxR1 inhibition; Potency, µM (titrated, usually from 114 µM), without a hit: at the top dose activity change, negative = inhibition, actives largely listed as inhibitors; AID 588453; 390,000 compounds, 1% hits; recombinant rTrxR1, NADPH fluorescence consumption, selenite substrate; also: % is scaled to controls: 0 for no effect and ±100 for the full control effect; nearly all actives have a fitted effect of over 65% in size
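Rat TrxR1 (90 nM in the dispensed reagent) was pre-reduced with 400 uM NADPH for 5 min at room temperature, then incubated with compound for 15 min. After 400 uM selenite was added, NADPH fluorescence (Ex 340/Em 450 nm) was followed for 8 min.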
TrxR1 substrate: is turned over as a substrate by rat TrxR1 | O89049 | purified TrxR1 substrate turnover, NADPH consumption readout | Potency, µM (top dose mostly 114 µM), for the others: at the top dose activity change, negative = substrate turnover | 390,000 compounds, 0.01% hits; also: % is scaled to controls: 0 for no effect and ±100 for the full control effect; nearly all actives have a fitted effect of over 50% in size
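Rat TrxR1, dispensed at 90 nM, was prereduced with 400 uM NADPH (final) for 5 min at ~22 deg C, then incubated with compound 15 min before 400 uM selenite. A first-read NADPH fluorescence drop versus no-compound background flagged substrates.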
mIDH1 inhibitor: inhibitors of human mutant IDH1 R132H. O75874. IDH1-R132H enzyme, NADPH consumption, diaphorase/resazurin fluorescence. Potency, µM (top dose mostly 76.6 µM), without a hit: at the highest dose activity change, negative = inhibition, hits mostly inhibitors. 390,000 compounds, 0.093% hits. AID 602179; also: % is scaled to controls: 0 for no effect and ±100 for the full control effect; nearly all actives have a fitted effect of over 65% in size
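IDH1-R132H (0.5 ug/mL dispensed) in pH 7.5 Tris buffer was preincubated 30 min with compound, then given a substrate mix of 0.016 mM NADPH and 2 mM alpha-KG for 80 min at room temperature; remaining NADPH was read by diaphorase/resazurin fluorescence.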
USP1 inh: inhibitors of human USP1/UAF1 deubiquitinase. AID 743255. recombinant USP1/UAF1, Ub-Rhodamine cleavage fluorescence. O94782. 390,000 compounds, 0.23% hits. Potency, µM (titrated, usually from 57.1 µM), for inactives: at the highest dose activity change, negative = inhibition, most hits filed as inhibitors; also: % is scaled to controls: 0 for no effect and ±100 for the full control effect; nearly all actives have a fitted effect of over 60% in size; inactives centre near -12
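1 nM enzyme complex + cpd, 15 min RT; start with Ub-Rho 150nM final; kinetic fluorescence ex 480/em 540, 6 reads q60 s. Buffer 50mM HEPES pH 7.8, 0.5mM EDTA, 0.1 mg/ml BSA, 1mM TCEP, 0.01% Tween-20.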
Vif-APOBEC3F blk: blocks the Vif interaction with APOBEC3F. HeLa A3F-eYFP + Vif (tagged APOBEC3F with the HIV-1 protein that degrades it), YFP fluorescence increase. Potency, µM (highest dose often 46.1 µM), inactives show at the top dose activity, negative = active. 390,000 compounds, 0.2% hits; also: % of control where 0% means no effect; nearly all actives have a fitted effect of over 65% in size
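HeLa cells stably expressing Vif plus C-terminally eYFP-tagged A3F were seeded, incubated overnight at 37 deg C, dosed with compound, incubated overnight again at 37 deg C. Yellow fluorescence (Ex 488/Em 500-530) reported blocked Vif-mediated A3F-eYFP degradation.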
RXFP1 agonist: agonists of human relaxin receptor RXFP1; HEK293T-RXFP1 cAMP TR-FRET, 30 min; response scale: percent of porcine relaxin response, buffer zero; Potency, µM (top dose mostly 57.5 µM), for the others: at the top dose activation, hits mostly activators; 370,000 compounds, 0.3% hits; also: % is scaled to controls: 0 for no effect and ±100 for the full control effect; nearly all actives have a fitted effect of over 60% in size; many of its hits are not listed in these tables
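cAMP rise read by TR-FRET after 30 min, 37C compound exposure (up to 58 uM) in RXFP1-transfected HEK293 cells with Ro 20174 present. EC50 from Hill-equation fits, with 29 nM porcine relaxin as 100% and buffer as basal.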
Active calls of the source: *; i = inactive; ? = inconclusive; . = no result given; [ ] = another dose, or the depositor's remark. Calls follow the shape of the dose curve; as a rule, active = well fitted curve in the direction sought with a large enough effect; inconclusive = small, poorly fitted or top-dose-only effect, or another doubt; inactive = no such curve, though single readings can be large; an effect the other way counts as inactive or inconclusive. Potency is read from the fitted curve at half-maximal effect. Some of the compounds tested. The share of hits here may be higher or lower than overall.

molecule,Vif-APOBEC3G blk,ALOX12 inh,RGS4 inh,TrxR1 inh,TrxR1 substrate,mIDH1 inhibitor,USP1 inh,Vif-APOBEC3F blk,RXFP1 agonist
COc1cc(OC)c(NC(=O)N2CCC(CN3CCOCC3)CC2)cc1Cl,-1%,-2%,-31%,0%,-4%,16%,-15%,-1%,-0.1%
CCc1ccc(CSc2nc(-c3ccccc3OC)nc3c2Cc2c(CO)cnc(C)c2O3)cc1,7%,-15%,8%,-11%,-6%,0%,-9%,1%,0.6%
C=Cc1ccc(COC(=O)c2cn(CC)c3nc(C)ccc3c2=O)cc1,-2%,-29%,0%,-8%[11.4 µM],1%[11.4 µM],1%,-12%,-2%,-0.4%
CC(C)NC(=O)Nc1ccc2c(c1)C(=O)N([C@H](C)CO)C[C@H](C)[C@@H](CN(C)S(=O)(=O)c1ccc(F)cc1)O2,3%,0%,11%,6%[57.1 µM],9%[57.1 µM],-5%,-8%,1%,.
O=C(Nc1cccc(S(=O)(=O)NCc2ccco2)c1)c1ccc(Cl)cc1,-1%,3%,9%,6%,-3%,-13%,2%,2%,.
CCCC(=O)Nc1ccc(S(=O)(=O)N2CCc3ccccc32)cc1,-18%,?,.,.,.,-6%,-12%,-13%,.
Cc1ccc(CNC(=O)C2CC(c3ccccc3C(F)(F)F)=NO2)o1 (stereo not given),-19%,-11%,-22%,-47%,15%[57.1 µM],6%,14%,3%,.
O=C(Nc1nc2nc(-c3ccccc3)cc(=O)n2[nH]1)c1ccccc1,-1%,?,-16%,14%[57.1 µM],10%[57.1 µM],2%,-28%,-2%,2.4%
COc1ccc2c3c(cccc13)C(=O)CC2,4%,0%,-54%,-3%[57.1 µM],5%[57.1 µM],6%,?,0%,-1.1%
COc1ccc(S(=O)(=O)N2CCC(C(=O)Nc3cccc(C(C)=O)c3)CC2)cc1,0%,i,9%,6%,0%,8%,2%,-1%,-0.7%
CSc1nsc(SC)c1C(=O)NC(=O)Nc1cccnc1,2%,154%[activator],-14%,16%,-4%,-2%,-16%,6%,3.1%
CC(C)c1ccc2c(c1)C(c1cccs1)=NNC(c1ccncc1)=N2,0%,3%,-18%,20%,1%,1%,-11%,1%,-1.5%
O=C(Nc1cc(S(=O)(=O)N2CCOCC2)ccc1N1CCOCC1)c1c(F)cccc1Cl,2%,-7%,1%,-13%,-12%,0%,4%,-6%,.
CS(=O)(=O)N1CCN(C2CCN(Cc3ccccc3)CC2)CC1,-1%,0%,-6%,2%,-2%,0%,-17%,7%,1.1%
CCN(CC(=O)Nc1cc(Cl)ccc1C)CC(=O)NC1CC1,-3%,-20%,.,.,.,-1%,-8%,-2%,.
O=C(NC(=S)N1CCN(C/C=C/c2ccccc2)CC1)c1ccco1,0%,-6%,-22%,-8%,-5%,-3%,-20%,-10%,2.7%
CC1CN(CC(O)COCc2ccc3c(c2)OCO3)CC(C)O1 (stereo not given),-3%,-12%,-2%,12%,5%,1%,-11%,-15%,0.5%
CCCCN(C)CCNC(=O)CSCc1ccc(C)cc1,-2%,-17%,11%[11.4 µM],21%,9%,1%,-15%,-3%,-0.3%
O=C(COC(=O)c1nc(Cl)ccc1Cl)c1ccc[nH]1,0%,-2%,-7%,7%,16%[57.1 µM],4%,-12%,3%,3.0%
COc1ccc(CCN2C(=O)c3oc4cc(C)cc(C)c4c(=O)c3C2c2ccccc2F)cc1OC (stereo not given),.,-3%,2%,?,1%,.,-17%,.,0.3%
CC1CCC(NC(=O)c2ccc3c(c2)N(Cc2cccc(Cl)c2)C(=O)c2ccccc2S3=O)CC1 (stereo not given),-8%,-14%,19%,27%[57.1 µM],-1%[57.1 µM],-8%,?,-1%,-0.3%
Cc1ccc2cc(CN(Cc3ccc4c(c3)OCO4)Cc3nnnn3Cc3ccco3)c(=O)[nH]c2c1C,-3%,13µM*,-33%,-20%,1%,10%,-27%,6%,2.8%
COc1cc(S(=O)(=O)N2CCC(c3nc4ccccc4s3)CC2)ccc1S(=O)(=O)N1CC(C)CC(C)C1 (stereo not given),0%,2%,15%,11%,9%,9%,1%,-5%,2.2%
CCCOc1cccc(C(=O)N(Cc2cccs2)C2CCS(=O)(=O)C2)c1 (stereo not given),-9%,0%,-10%,-1%,2%,0%,-5%,1%,3.8%
Cc1ccc(F)cc1NC(=O)CCNC(=O)c1ccc([N+](=O)[O-])cc1,-3%,12%,3%,28%,9%,-1%,-22%,13%,0.7%
COc1ccc(CCNC(=O)CCNC(=O)c2ccco2)cc1OC,1%,0%,10%,15%,0%,27%,-20%,2%,-1.4%
Cc1c(C(=O)OCC(=O)N2CCCC(C)C2)oc2ccccc12 (stereo not given),-3%,?,-9%,5%[57.1 µM],6%[57.1 µM],4%,-2%,-7%,-0.3%
CCOC(=O)C1(CCOc2ccccc2)CCN(Cc2cccc(OCCO)c2)CC1,5%,4%,-22%,16%[57.1 µM],6%[57.1 µM],1%,-9%,6%,-0.7%
COc1cc(S(=O)(=O)N2CCN(Cc3ccccc3)CC2)ccc1Br,2%,0%,35%,-6%,3%[57.1 µM],2%,-12%,-11%,0.8%
O=C(c1cccc(-n2cnnn2)c1)N1CC=C(c2ccccc2)CC1,3%,-22%,15%,23%,4%,0%,1%,.,1.7%

Rewritten with values under each structure: five of the compounds above.
The line under a structure holds: Vif-APOBEC3G blk | ALOX12 inh | RGS4 inh | TrxR1 inh | TrxR1 substrate | mIDH1 inhibitor | USP1 inh | Vif-APOBEC3F blk | RXFP1 agonist
COc1ccc(CCNC(=O)CCNC(=O)c2ccco2)cc1OC
  1% | 0% | 10% | 15% | 0% | 27% | -20% | 2% | -1.4%
Cc1c(C(=O)OCC(=O)N2CCCC(C)C2)oc2ccccc12 (stereo not given)
  -3% | ? | -9% | 5%[57.1 µM] | 6%[57.1 µM] | 4% | -2% | -7% | -0.3%
CCOC(=O)C1(CCOc2ccccc2)CCN(Cc2cccc(OCCO)c2)CC1
  5% | 4% | -22% | 16%[57.1 µM] | 6%[57.1 µM] | 1% | -9% | 6% | -0.7%
COc1cc(S(=O)(=O)N2CCN(Cc3ccccc3)CC2)ccc1Br
  2% | 0% | 35% | -6% | 3%[57.1 µM] | 2% | -12% | -11% | 0.8%
O=C(c1cccc(-n2cnnn2)c1)N1CC=C(c2ccccc2)CC1
  3% | -22% | 15% | 23% | 4% | 0% | 1% | . | 1.7%

(cont.)
molecule,Vif-APOBEC3G blk,ALOX12 inh,RGS4 inh,TrxR1 inh,TrxR1 substrate,mIDH1 inhibitor,USP1 inh,Vif-APOBEC3F blk,RXFP1 agonist
Cc1ccc(S(=O)(=O)CCc2nnc(NC(=O)C3CCCO3)s2)cc1 (stereo not given),1%,56%[activator],-38%,10%[57.1 µM],8%[57.1 µM],-3%,-14%,2%,1.4%
Cc1ccc(C)n1-n1c(C)nc2scc(-c3cccs3)c2c1=O,-8%,4%,0%,-14%,-9%,2%,-10%,.,3.7%
COc1cccc(CN2CCN(CCCc3ccccc3)C(CCO)C2)c1OC (stereo not given),1%,3%,-5%,14%,1%,20%,-12%,8%,-0.2%
CCn1nc(C)c(CN2CCCCC2C(=O)Nc2ccc(Oc3cccnc3)cc2)c1C (stereo not given),-2%,.,7%,-10%,-6%,2%,2%,1%,0.2%
O=C(Nc1cc(S(=O)(=O)Nc2ccccc2Cl)ccc1O)c1sc2cc(Cl)ccc2c1Cl,-2%,-7%,2%,21%,3%,-11%,-23%,-1%,5.6%
CNc1ccc2nnc(C(F)(F)C(F)(F)C(F)(F)F)n2n1,-2%,-7%,-7%,5%[57.1 µM],0%[57.1 µM],-2%,-11%,6%,-0.4%
CC(C)c1nc(SCC(=O)NC2CCCC2)c2ccccc2n1,0%,-21%,10%,12%,-1%,1%,-7%,-4%,?
COc1ccc(NC(=O)CC(C)=O)c(OC)c1,0%,-3%,3%,17%[2.29 µM],4%[57.1 µM],-7%,-12%,1%,4.2%
CCCCC(c1nnnn1CS(=O)(=O)c1ccc(C)cc1)N1CCN(c2ccccc2)CC1 (stereo not given),-9%,38%[activator],-3%,4%,-9%,0%,-7%,5%,-0.6%
O=C(NCCc1ccc2c(c1)OCCO2)c1ccccc1F,0%,16%,5%,18%[57.1 µM],9%[57.1 µM],13%,0%,16%,1.3%
CCN(CC)c1ccc(/C=N/n2c(=S)[nH]nc(C)c2=O)cc1,0%,6%,-12%,-22%,-13%,-1%,-6%,-2%,1.4%

Shown with each value named: part of the list above
Compound: Cc1ccc(C)n1-n1c(C)nc2scc(-c3cccs3)c2c1=O
  Vif-APOBEC3G blk = -8% | ALOX12 inh = 4% | RGS4 inh = 0% | TrxR1 inh = -14% | TrxR1 substrate = -9% | mIDH1 inhibitor = 2% | USP1 inh = -10% | Vif-APOBEC3F blk = . | RXFP1 agonist = 3.7%
Compound: COc1cccc(CN2CCN(CCCc3ccccc3)C(CCO)C2)c1OC (stereo not given)
  Vif-APOBEC3G blk = 1% | ALOX12 inh = 3% | RGS4 inh = -5% | TrxR1 inh = 14% | TrxR1 substrate = 1% | mIDH1 inhibitor = 20% | USP1 inh = -12% | Vif-APOBEC3F blk = 8% | RXFP1 agonist = -0.2%
